Screening data from PubChem BioAssay.
MsrA inhibitor = bovine MsrA inhibition | purified bovine MsrA, absorbance read-out | inhibition, % at 15.5 µM | hit rate 0.75% among 360,000; in the data active = inhibition above about 4.5%;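 also: 0% = vehicle wells with enzyme and 100% = reference inhibitor wells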
MLLE-PAM2 inh = inhibitors of microRNA-mediated deadenylation, human PABP1 MLLE binding; GST-MLLE / FITC-PAM2 fluorescence polarization; hit rate 0.36% among 360,000; inhibition, % at 20 µM; P11940; in the data active = inhibition above about 35%, passing the limit was not always enough;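 also: plate controls were DMSO wells with GST-MLLE for no effect and wells lacking GST-MLLE protein for full effect; some results filed as inactive read as strong as hits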
Target sequence (P11940 whole entry, looked up): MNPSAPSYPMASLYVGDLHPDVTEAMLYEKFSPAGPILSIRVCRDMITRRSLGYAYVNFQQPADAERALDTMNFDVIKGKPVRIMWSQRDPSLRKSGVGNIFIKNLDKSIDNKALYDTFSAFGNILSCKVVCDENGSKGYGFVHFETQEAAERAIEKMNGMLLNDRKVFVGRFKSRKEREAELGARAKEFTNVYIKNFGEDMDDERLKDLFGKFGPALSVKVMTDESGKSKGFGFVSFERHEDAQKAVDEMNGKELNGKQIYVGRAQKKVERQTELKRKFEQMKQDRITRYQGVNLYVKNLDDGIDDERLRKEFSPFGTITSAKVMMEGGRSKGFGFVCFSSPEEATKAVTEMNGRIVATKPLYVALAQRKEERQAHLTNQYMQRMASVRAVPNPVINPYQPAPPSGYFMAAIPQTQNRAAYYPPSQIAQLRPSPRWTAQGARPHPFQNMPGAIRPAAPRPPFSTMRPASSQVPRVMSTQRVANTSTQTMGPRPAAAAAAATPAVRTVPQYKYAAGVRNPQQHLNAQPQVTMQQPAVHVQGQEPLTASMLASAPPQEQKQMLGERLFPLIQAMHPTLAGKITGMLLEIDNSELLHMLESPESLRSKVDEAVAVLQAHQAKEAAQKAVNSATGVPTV
FAS TE block = FAS thioesterase (human) inhibition; P49327; recombinant FAS-TE, OMFH fluorogenic substrate, fluorescence endpoint; inhibition, % at 15 µM; hit rate 0.67% among 360,000; AID 602261;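 active = compounds whose normalised, plate-corrected inhibition of enzyme fluorescence in the single-dose primary screen is 50% or more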;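 also: 0% = DMSO with enzyme and 100% = substrate without enzyme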
Tb MetRS inh = blocks T. brucei methionyl-tRNA synthetase activity; purified T. brucei MetRS, ATP depletion, Kinase-Glo luminescence; inhibition, % at 11.9 µM; hit rate 0.4% among 360,000; AID 624268;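 active = inhibition above a per-plate cutoff of the control wells' mean inhibition plus 3 SD, cut at about 5.5% in these data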;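 also: 0% = DMSO wells median and 100% = median of wells with control inhibitor compound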
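Test system – parasite MetRS enzyme · Reagent – substrates ATP, L-methionine and bulk Escherichia coli tRNA · Doses – 11.9 µM compound single dose, 0.9% DMSO · Times – 15 min enzyme-compound preincubation, 2 h reaction, 10 min detection, 25 °C · Signal – Kinase-Glo luminescence, ATP depletion format · Controls – DMSO-only wells as low control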
CSN inh = inhibitors of human CSN-mediated cullin deneddylation; Purified CSN, SCF-Nedd8-OG deneddylation, fluorescence polarization; inhibition, % at 12.5 µM; hit rate 0.38% among 360,000;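 active = pattern-corrected inhibition above about 35%, with an unprinted fluorescence ratio check between 0.5 and 1.5, limit read from the data, passing the limit was not always enough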;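 also: 0% = enzyme with substrate and 100% = substrate without enzyme; some results filed as inactive read as strong as hits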
Target sequence (Q92905 whole entry, looked up, one chain of several): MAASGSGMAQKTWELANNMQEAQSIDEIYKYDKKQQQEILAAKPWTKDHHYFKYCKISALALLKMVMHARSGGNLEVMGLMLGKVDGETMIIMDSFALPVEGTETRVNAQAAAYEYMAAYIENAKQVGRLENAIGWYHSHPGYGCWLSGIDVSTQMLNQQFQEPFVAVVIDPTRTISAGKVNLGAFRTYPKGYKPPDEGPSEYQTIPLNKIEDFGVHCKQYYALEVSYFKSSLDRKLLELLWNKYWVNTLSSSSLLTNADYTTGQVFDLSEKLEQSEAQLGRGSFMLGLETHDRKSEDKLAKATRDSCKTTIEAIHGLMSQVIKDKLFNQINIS
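Assay system: purified human Csn5 enzyme expressed in HEK293T cells; Input: 0.24 nM Csn5 enzyme, final concentration; Reagent: 10 nM SCFSkp2-Nedd8OG; Compound dosing: 12.5 µM single point; Times: reaction 90 min, room temperature; Technique: fluorescence polarization readout.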
Rin1 Abl inh = human Rin1-Abl interaction inhibition; hit rate 0.4% among 360,000; TR-FRET Rin1/Abl binding, biochemical; inhibition, % at 7.35 µM; in the data active = inhibition above about 5%, passing the limit was not always enough
eLon inh = inhibits E. coli Lon protease; hit rate 0.42% among 360,000; purified E. coli Lon protease, fluorescence polarization; AID 602123; inhibition, % at 7.94 µM; P0A9M0; in the data active = inhibition above about 13%, passing the limit was not always enough;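 also: 0% = enzyme with probe and DMSO and 100% = no enzyme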
MsrA act = bovine methionine sulfoxide reductase A activation. purified bovine MsrA, absorbance read-out. activation, % at 10.6 µM. hit rate 0.3% among 360,000. AID 602163; in the data active = activation above about 7.5%;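 also: 0% = vehicle and 100% = reference activator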
Neddyl block = inhibitors of human cullin neddylation; P61081+Q13564; TR-FRET cullin neddylation, biochemical; calls only at 25 µM; hit rate 0.58% among 360,000; AID 651699; in the data active = inhibition above about 36%
The depositor's hits bear a star; i = inactive; . = no result given; + = active, no number. Compounds were not picked by outcome; 4% or so of the library scored in one or more.

SMILES	MsrA inhibitor	MLLE-PAM2 inh	FAS TE block	Tb MetRS inh	CSN inh	Rin1 Abl inh	eLon inh	MsrA act	Neddyl block
CC(NC(=O)c1cccc(N2CCCC2=O)c1)c1ccc2c(c1)OCCO2 (configuration not stated)	-1.6	4	-3	-0.2	0	-1	1	0	i
COc1ccc(-c2cc(C)no2)cc1S(=O)(=O)NCCCN1CCN(c2ccccc2)CC1	-1.1	3	2	-0.5	1	-2	-1	-8	i
COc1ccc(C(=O)Nc2nnc(Cc3ccc(OC)c(OC)c3)s2)cc1	0.5	12	-2	-0.6	4	-1	8	-2	i
CN1C(=O)CC(N2CCN(CC(N)=O)CC2)C1=O (configuration not stated)	-0.3	14	-11	-0.5	2	0	-4	-8	i
O=C(O)CCn1cc(/C=C/C(=O)c2ccc(Cl)cc2)c(-c2cccc(Br)c2)n1	4.2	-2	10	2.1	19	-1	-3	-6	i
COc1ccc(CCNC(=O)C(F)(F)F)cc1S(N)(=O)=O	0.2	.	.	0.1	4	.	.	.	i
NC(=NC1CCCCC1)NS(=O)(=O)c1ccccc1	-0.8	-7	-2	-0.1	-3	2	-3	-3	i
Cn1c(=O)c2c(ncn2CC(=O)OCC(=O)Nc2ccccc2Cl)n(C)c1=O	-1.2	18	-16	0.1	-2	2	-12	4	i
O=C(N/N=C1\SCC(=O)N1CCc1ccccc1)c1cccs1	1.4	-2	-8	-0.9	-7	-1	9	-13	i
CCOc1ccc(-c2cc3cc(OC)c(OC)cc3c(C)n2)cc1	0.3	3	5	-1.0	-16	1	-6	-8	i
O=C(NCCCNC(=O)c1ccccn1)c1ccc(Cl)cc1	0.1	-20	-4	-0.2	-4	1	0	-1	i
Cc1nc(-c2ccc(NC(=O)Cc3ccccc3)cc2)cs1	0.5	-2	-1	-0.6	3	-1	1	-1	i

Individual results from the entries so far.
In MsrA act, `NC(=NC1CCCCC1)NS(=O)(=O)c1ccccc1` reads -3
In MLLE-PAM2 inh, `O=C(N/N=C1\SCC(=O)N1CCc1ccccc1)c1cccs1` reads -2

Next section:
SMILES	MsrA inhibitor	MLLE-PAM2 inh	FAS TE block	Tb MetRS inh	CSN inh	Rin1 Abl inh	eLon inh	MsrA act	Neddyl block
CCC(=O)Nc1ccc(N2CCN(C(=O)c3ccccc3C)CC2)cc1	-0.8	-12	-5	-1.7	0	2	12	-11	i
CCn1c(CN2CCCCC2)nc2cc(S(=O)(=O)N3CCCCC3)ccc21	-0.2	10	8	-0.4	-2	2	3	-11	i
Cc1c(NC(=O)COC(=O)/C=C/c2cccc(Cl)c2)c(=O)n(-c2ccccc2)n1C	0.2	11	-8	0.2	-3	1	-2	-3	i
CC(=O)Nc1ccc(NC(=O)C(=O)NCC(c2ccco2)N2CCc3ccccc32)cc1 (configuration not stated)	0.2	-19	-3	-0.6	-2	0	-6	-13	i
NC(=O)C1CCN(CC(O)CSc2ccc(F)cc2)CC1 (configuration not stated)	.	10	-8	-0.4	-3	4	-8	-1	i
O=c1nc(C(F)(F)F)nc2ccccn12	0.8	7	-8	-1.1	1	-7	3	-3	i
O=C(NC1CCCC1)C(c1ccccc1)N(Cc1cccnc1)C(=O)Cc1cccs1 (configuration not stated)	-0.1	10	-2	-0.1	-4	-1	-18	0	i
COc1ccc(-c2noc(=O)n2Cc2cc(C)ccc2C)cc1	1.2	15	27	-0.1	-2	3	2	-1	i
Cc1nc(N)sc1C(=O)N/N=C/c1ccccc1[N+](=O)[O-]	2.7	-6	-5	-1.5	-9	6	-6	-18	i
Cc1c(CCC(=O)N2CCC(C(=O)O)CC2)c(=O)oc2cc3oc4c(c3cc12)CCCC4	-0.6	-7	-5	-0.4	4	6	-6	-1	.
Oc1ccc(Cl)cc1Nc1nc(NCC2CCCO2)c2ccccc2n1 (configuration not stated)	-0.6	-7	1	0.7	1	1	-5	-2	i
COc1ccc(-c2nc3c4ccccc4ccn3c2CN2CCCCC2)cc1OC	-1.2	2	11	-0.7	-1	-1	-3	-2	+
COc1ccc(C(=O)N2CCCC(C(=O)N3CCCCCC3)C2)cc1 (configuration not stated)	0.7	-1	-7	0.1	6	-1	1	6	i
CCC1(COC(=O)Nc2cccc(Cl)c2)COC1	-0.4	3	-4	0.4	-1	-1	11	0	i
CCCCCCN(C(=O)CCCN1C(=O)NC(c2ccc([N+](=O)[O-])cc2)C(C(=O)OCc2ccccc2)=C1C)C(C)C(=O)NCCCC (configuration not stated)	.	18	24	1.0	0	3	9	-2	i
COc1ccc(C2CC(c3ccc([N+](=O)[O-])cc3)=NN2C(=O)c2ccccc2)cc1OC (configuration not stated)	-0.9	-6	21	-0.9	2	-5	10	-4	i
CCCCn1c(N)c(N(CCOC)C(=O)c2cc3c(s2)CCCCC3)c(=O)[nH]c1=O	-0.9	-12	0	0.2	-2	-2	-3	0	i
CC(OC(=O)c1ccco1)C(=O)Nc1ncc(Cl)cc1Cl (configuration not stated)	0.3	-2	-9	-0.3	-8	0	-11	-2	i
CCOC(=O)CC1=NC(=O)CS1	-0.7	-2	-6	-0.7	-3	1	-3	-1	i
CNC(=S)N/N=C/c1ccccc1Cl	2.9	23	-2	-0.5	-11	0	-7	-4	i
CCCCn1c(N)c(N(CC)C(=O)c2ccc(-c3ccc(Cl)cc3)o2)c(=O)[nH]c1=O	0.2	-12	8	-0.5	3	-5	-10	-2	i
CC(=NNC(=S)Nc1cccc(C)c1)c1ccccn1	1.0	30	-2	-0.5	-4	-9	-7	1	i
Cc1ccccc1NS(=O)(=O)c1cc(C(=O)Nc2ccccc2-c2ccccc2)ccc1Cl	1.1	4	28	-1.3	9	-1	-6	-3	i
COC(=O)C1=C(C)NC2=C(C(=O)C(C(=O)OC)C(c3ccc(OC)cc3)C2)C1c1ccccn1 (configuration not stated)	-0.7	2	0	0.8	2	-6	-6	-3	+

Entries of single compounds from above. Order of screens: MsrA inhibitor, MLLE-PAM2 inh, FAS TE block, Tb MetRS inh, CSN inh, Rin1 Abl inh, eLon inh, MsrA act, Neddyl block
Shown for CNC(=S)N/N=C/c1ccccc1Cl = 2.9, 23, -2, -0.5, -11, 0, -7, -4, i
Shown for CCCCn1c(N)c(N(CCOC)C(=O)c2cc3c(s2)CCCCC3)c(=O)[nH]c1=O = -0.9, -12, 0, 0.2, -2, -2, -3, 0, i
Shown for Cc1ccccc1NS(=O)(=O)c1cc(C(=O)Nc2ccccc2-c2ccccc2)ccc1Cl = 1.1, 4, 28, -1.3, 9, -1, -6, -3, i
Shown for COc1ccc(C(=O)N2CCCC(C(=O)N3CCCCCC3)C2)cc1 (configuration not stated) = 0.7, -1, -7, 0.1, 6, -1, 1, 6, i

Fetched by structure from the list above (6):
SMILES	MsrA inhibitor	MLLE-PAM2 inh	FAS TE block	Tb MetRS inh	CSN inh	Rin1 Abl inh	eLon inh	MsrA act	Neddyl block
CCC1(COC(=O)Nc2cccc(Cl)c2)COC1	-0.4	3	-4	0.4	-1	-1	11	0	i
COc1ccc(C2CC(c3ccc([N+](=O)[O-])cc3)=NN2C(=O)c2ccccc2)cc1OC (configuration not stated)	-0.9	-6	21	-0.9	2	-5	10	-4	i
Cc1ccccc1NS(=O)(=O)c1cc(C(=O)Nc2ccccc2-c2ccccc2)ccc1Cl	1.1	4	28	-1.3	9	-1	-6	-3	i
CNC(=S)N/N=C/c1ccccc1Cl	2.9	23	-2	-0.5	-11	0	-7	-4	i
CC(OC(=O)c1ccco1)C(=O)Nc1ncc(Cl)cc1Cl (configuration not stated)	0.3	-2	-9	-0.3	-8	0	-11	-2	i
CCCCn1c(N)c(N(CC)C(=O)c2ccc(-c3ccc(Cl)cc3)o2)c(=O)[nH]c1=O	0.2	-12	8	-0.5	3	-5	-10	-2	i

Additional compounds
SMILES	MsrA inhibitor	MLLE-PAM2 inh	FAS TE block	Tb MetRS inh	CSN inh	Rin1 Abl inh	eLon inh	MsrA act	Neddyl block
Cc1c(CCNC=O)cc(C)c2c3c(oc12)CCCC3	1.1	-14	-5	-0.4	-4	1	-7	2	i
CC(C)NC(=S)NCc1cccs1	-0.5	-65	-6	-1.1	6	1	-8	-6	i
Cc1ccccc1OCC(=O)NN1Cc2ccccc2C1=N	-1.3	-12	-8	-0.9	-2	4	8	-13	i
CCOc1ccc(-c2cncc3nccn23)cc1	1.3	0	-14	-0.3	6	-5	-13	-3	.
CCc1nnc(NC(=O)CSc2ccc(-c3cccs3)nn2)s1	0.3	32	-1	0.2	4	-1	11	-3	i
O=C(Nc1ccc(F)cc1)C(CCc1ccccc1)N1CCN(c2cccc(C(F)(F)F)n2)CC1 (configuration not stated)	-0.2	.	.	-0.2	1	.	.	.	i
Cc1csc(NC(=O)C(C)N2C(=O)c3ccccc3S2(=O)=O)n1 (configuration not stated)	-1.0	-1	-7	0.2	4	6	3	1	i
COc1ccc([C@@H]2CC=C(C(=O)O)CN2S(=O)(=O)c2ccc(Cl)cc2)cc1	1.2	-3	-10	-0.2	-1	3	2	-1	i
COC(=O)c1ccccc1NC(=O)COc1ccccc1	0.1	-1	12	1.0	4	-4	-2	-3	i
Cc1ccc(-c2cc(C(F)F)n3ncc(C(=O)Nc4c(C)nn(Cc5ccccc5Cl)c4C)c3n2)cc1	0.6	-7	50*	0.2	0	-1	4	-1	i
CCOC(=O)c1ccc(N2Cc3ccccc3C2)cc1O	1.4	-6	7	-0.4	4	0	-2	2	i
Nc1cc(=O)[nH]c(=O)n1CCc1ccccc1	0.7	12	-4	0.7	-4	2	-7	-2	i

Continued; it opens with the two that closed the last part.
SMILES	MsrA inhibitor	MLLE-PAM2 inh	FAS TE block	Tb MetRS inh	CSN inh	Rin1 Abl inh	eLon inh	MsrA act	Neddyl block
CCOC(=O)c1ccc(N2Cc3ccccc3C2)cc1O	1.4	-6	7	-0.4	4	0	-2	2	i
Nc1cc(=O)[nH]c(=O)n1CCc1ccccc1	0.7	12	-4	0.7	-4	2	-7	-2	i
Cc1noc(C)c1NC(=O)N(C)C[C@@H]1Oc2cc(Br)ccc2S(=O)(=O)N([C@@H](C)CO)C[C@H]1C	-0.5	-1	-3	-1.1	1	2	11	0	i
CCC(C)(C)n1nnnc1C(c1cc2ccc(OC)cc2[nH]c1=O)N1CCc2ccccc21 (configuration not stated)	1.2	-6	23	-1.0	-5	1	2	-7	i
COc1ccc(C2CC(c3ccc4ccccc4c3OC(C)=O)=NN2C(C)=O)cc1 (configuration not stated)	-0.9	-8	26	0.2	2	-2	5	-3	i
Cc1cc(NS(=O)(=O)c2ccccc2)c(C)c(Cl)c1O	0.5	-8	-7	-0.4	4	-1	-12	-9	i
O=C(CSc1nnc(-c2c[nH]c3ccccc23)o1)NCC1CCCO1 (configuration not stated)	-0.3	-113	-9	0.1	-2	0	-4	-4	i
Cc1cc2c(cc1C)N(C(=O)CCl)CCN2C(=O)CCl	-0.5	1	4	0.3	-2	0	4	-2	i
